# CHO-K1 Ca antag = M1 antagonist counterscreen hit in parental CHO-K1 cells. ATP-induced calcium, Fluo-8 fluorescence. inhibition, % at 3 µM. actives 0.6% (n = 360,000). AID 602250;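 active means inhibition above a per-plate cutoff, the plate's mean sample inhibition plus 3 SD, cut at about 24% in these data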;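 further: 0% = DMSO plus EC80 ATP and 100% = DMSO alone without ATP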
# CHRM4 agonist = CHRM4 agonism in calcium assay; P08173; CHO-K1 hM4/Gqi5, Fluo-8 calcium fluorescence; vehicle 0%, full acetylcholine response 100%; activation, % at 3 µM; actives 0.14% (n = 360,000); AID 624127;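 active means activation above the run mean over all test wells plus 3 SD, cut at about 32% in these data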;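 further: peak over basal fluorescence ratio per well then scaled between controls; 0% = DMSO wells and 100% = acetylcholine at EC100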
# Target sequence (P08173 whole entry, looked up): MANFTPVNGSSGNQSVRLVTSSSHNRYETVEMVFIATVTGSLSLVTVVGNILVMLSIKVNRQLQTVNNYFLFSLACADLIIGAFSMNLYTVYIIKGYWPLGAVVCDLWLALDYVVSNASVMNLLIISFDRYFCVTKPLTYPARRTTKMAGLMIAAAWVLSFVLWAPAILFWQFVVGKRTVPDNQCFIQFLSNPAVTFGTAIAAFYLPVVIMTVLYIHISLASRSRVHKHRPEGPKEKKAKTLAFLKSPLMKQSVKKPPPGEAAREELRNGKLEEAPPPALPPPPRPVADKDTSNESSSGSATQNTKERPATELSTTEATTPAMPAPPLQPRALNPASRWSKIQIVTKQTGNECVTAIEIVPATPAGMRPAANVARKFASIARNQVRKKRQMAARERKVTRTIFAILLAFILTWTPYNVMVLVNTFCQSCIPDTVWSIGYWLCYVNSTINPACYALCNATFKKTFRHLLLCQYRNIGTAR
# M5 antag = blocks acetylcholine activation of human M5 receptor; actives 0.59% (n = 360,000); inhibition, % at 3 µM; P08912; CHO-hM5 cells, Fluo-8 calcium fluorescence, ACh EC80;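 active means inhibition above a per-plate cutoff, the mean of that plate's test compounds plus 3 SD, cut at about 27% in these data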;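 further: 0% = acetylcholine EC80 with DMSO and 100% = DMSO without agonist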
# Target sequence (P08912 whole entry, looked up): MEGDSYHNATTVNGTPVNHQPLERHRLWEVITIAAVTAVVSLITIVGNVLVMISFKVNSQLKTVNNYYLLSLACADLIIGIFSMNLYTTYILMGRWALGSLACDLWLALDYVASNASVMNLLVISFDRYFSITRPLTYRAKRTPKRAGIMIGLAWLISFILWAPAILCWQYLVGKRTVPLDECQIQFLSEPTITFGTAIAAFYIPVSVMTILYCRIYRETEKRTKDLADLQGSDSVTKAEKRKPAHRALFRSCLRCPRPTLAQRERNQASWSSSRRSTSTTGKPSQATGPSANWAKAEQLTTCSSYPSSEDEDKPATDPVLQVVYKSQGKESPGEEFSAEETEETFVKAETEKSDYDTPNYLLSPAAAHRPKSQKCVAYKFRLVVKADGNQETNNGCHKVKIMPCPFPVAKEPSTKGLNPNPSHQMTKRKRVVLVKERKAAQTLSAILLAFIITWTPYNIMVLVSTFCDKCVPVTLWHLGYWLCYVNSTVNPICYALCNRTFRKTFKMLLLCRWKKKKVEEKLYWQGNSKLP
# CHRM4 antagonist = blocks acetylcholine activation of human M4 receptor; CHO-hM4 cells, ACh EC80, Fluo-8 calcium fluorescence; P08173; AID 624125; actives 0.73% (n = 360,000); inhibition, % at 3 µM;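 active means inhibition above its plate's cutoff, the mean inhibition of sample wells plus 3 SD, cut at about 27% in these data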;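 further: 0% = acetylcholine EC80 with DMSO and 100% = DMSO without agonist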
# CHRM5 PAM = potentiates acetylcholine response at human M5 receptor | actives 0.3% (n = 360,000) | P08912 | CHO-K1 hM5, Fluo-8 calcium, ACh EC20 PAM; 0% = ACh EC20, 100% = ACh EC100 | AID 624038 | activation, % at 3 µM;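 active means activation above the run cutoff, the mean activation of all test compounds plus 3 SD, cut at about 18% in these data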
#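 Test system: CHO-K1 hM5 cells / Doses: single-point, 3 µM nominal / Times: Post-acetylcholine fluorescence recording 140 s / Technique: Fluo-8 calcium fluorescence / Measure: Max/basal fluorescence ratio as % of EC20–EC100 ACh window / Benchmarks: low control EC20 acetylcholine (0%), high control EC100 acetylcholine (100%) / Replicates: one well per compound, no replicates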
# M4 PAM = potentiates acetylcholine response at human M4 receptor; P08173; CHO-K1 hM4/Gqi5, Fluo-8 calcium fluorescence, ACh EC20; 0% = ACh EC20, 100% = maximal ACh; activation, % at 3 µM; actives 0.4% (n = 360,000); AID 624126;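 active means activation above its plate's cutoff, the mean activation of sample wells plus 3 SD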; further: some results filed as inactive read as strong as hits
# CHO-K1 Ca ag = M1 agonist counterscreen hit in parental CHO-K1 cells. actives 0.48% (n = 360,000). Fluo-8 calcium fluorescence; scaled to maximal ATP response, vehicle zero. activation, % at 3 µM; in the data active means activation above about 15%;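 further: untransfected CHO-K1 host cells lacking M1 receptor as counterscreen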
# M1 PAM parental = counter-screen for M1 PAMs: effect in parental CHO-K1 cells; ATP EC20, Fluo-8 calcium fluorescence; 0% at ATP EC20, 100% at ATP max; activation, % at 3 µM; actives 0.02% (n = 360,000); AID 602247;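 active means activation above the run cutoff, the mean activation of all test compounds plus 3 SD, cut at about 40% in these data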;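 further: peak over basal fluorescence ratio in a 140 s read after ATP addition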
# M5 ag = CHRM5 agonism in calcium assay. AID 624037. activation, % at 3 µM. actives 0.19% (n = 360,000). CHO-K1 hM5 cells, Fluo-8 calcium fluorescence; 0% DMSO wells, 100% maximal acetylcholine response;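 active means activation above the run's mean over test compounds plus 3 SD, cut at about 23% in these data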;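 further: signal is peak over basal fluorescence ratio across the kinetic read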
# Numbers without * were called inactive. Compounds were not picked by outcome; any-hit rate near 2.7%.
SMILES,CHO-K1 Ca antag,CHRM4 agonist,M5 antag,CHRM4 antagonist,CHRM5 PAM,M4 PAM,CHO-K1 Ca ag,M1 PAM parental,M5 ag
COc1ccc(CNC(=O)CCS(=O)(=O)c2ccc3c(c2)oc(=O)n3C)cc1,-21.4,0.6,-13.8,-5.5,7.4,-1.8,0.3,6.0,-1.1
C/C(=N\NC(=O)c1cccs1)c1ccc2c(c1)OCO2,2.3,-0.2,7.0,-3.3,-0.4,2.5,8.7,18.5,-5.4
Cc1cc(C2=NNC(=NC3CC3)SC2)c(C)n1-c1ccccc1,2.7,1.1,4.2,-9.6,-2.5,4.6,0.3,13.6,-2.2
Cc1cc(=O)[nH]c2sc(C(=O)N3c4ccccc4CC3C)c(N)c12 (configuration not stated),-13.9,3.3,3.8,-1.7,-3.2,2.3,2.0,15.0,11.2
Cc1ccccc1NC1=C/C(=N\S(=O)(=O)c2cccs2)c2ccccc2C1=O,-5.5,4.7,3.6,14.8,4.4,8.0,1.1,12.5,3.5
S=C(Nc1ccccc1Oc1ccccc1)Nc1cccc(Cl)c1Cl,12.4,-1.1,5.2,-5.7,-3.8,-2.9,-0.5,-9.9,-3.9
CC1(C)Oc2ccc3ccc(=O)oc3c2/C(=C/NC2CCCCC2)C1=O,-6.5,0.1,-13.7,-5.7,-2.5,-10.3,-0.2,-1.7,-11.4
O=C(Nc1ccccc1C(=O)N1CCOCC1)c1cccnc1,-2.2,0.1,9.1,-1.0,-4.2,-0.2,0.2,8.4,-1.3
CC(C)(C)OC(=O)NCCc1onc(-c2cccc([N+](=O)[O-])c2)c1C(=O)O,-9.2,0.1,-1.6,-5.0,-0.2,9.1,0.6,18.0,1.1
CCOC(=O)N1CCN(C(=O)c2nn(-c3ccc(C)cc3)c(=O)c3c2c2ccccc2n3C)CC1,-0.9,1.2,5.6,-0.8,1.0,-0.4,0.5,10.8,-2.4
COc1ccc(C(=O)Nc2nnc(S(=O)(=O)Cc3ccc(F)cc3)s2)cc1,-10.0,0.7,-2.4,-4.2,5.7,3.0,0.9,-6.6,-1.3
CCCCCCC(CC(=O)NCc1cccnc1)CC(=O)NCc1cccnc1,-8.4,0.3,-2.0,-12.5,2.7,0.3,0.2,7.1,-0.2
CCOC(=O)C1=C(C)N=c2sc(=Cc3ccc(OCC(=O)O)cc3)c(=O)n2C1c1ccc(Cl)cc1 (configuration not stated),5.7,0.2,5.1,4.0,-2.1,-2.2,-0.1,-8.4,2.3
COC(=O)c1cc(NC(=O)CC(=O)c2cccc(N)c2)cc(C(=O)OC)c1,-12.1,0.7,3.0,-8.8,4.2,3.7,-0.1,26.0,-0.7
CC(=O)N(c1ccccc1)C1CC(C)N(C(=O)c2ccccc2)c2ccccc21 (configuration not stated),-9.2,0.3,1.2,1.6,5.7,3.2,0.6,10.7,3.8
N#Cc1ccccc1Cn1c(=O)n(C2CCCC2)c(=O)c2ccccc21,-13.3,-2.7,-6.1,-0.4,10.9,-0.4,-0.6,1.4,-12.9
Cc1ccc(-n2c(N)c(-c3nc4ccccc4n3C)sc2=S)cc1,-4.5,0.8,-0.6,-0.7,0.1,-0.2,-0.3,12.5,0.1
COc1ccc(C(=O)NC(C)CCn2cccn2)cc1OC1CCN(C(C)C)CC1 (configuration not stated),-6.2,-0.2,2.9,0.6,-1.6,-0.6,0.0,1.6,-6.5
COCCCn1c(=O)c2sccc2n(Cc2ccc(C)cc2)c1=O,10.4,0.5,3.8,-8.4,2.0,6.5,0.0,-3.8,3.1
CCNC(=O)CSc1nnc(-c2cc(-c3ccc(Cl)cc3)nc3ccccc23)o1,-16.7,3.2,-7.2,-11.9,1.8,-3.9,1.3,20.4,-2.8
O=C(CCCCn1c(=O)c2ccccc2n(CC(=O)Nc2cccc(F)c2)c1=O)NCc1ccco1,-11.1,0.7,-1.3,2.6,2.8,-2.4,-0.1,10.0,-3.9
CC(CNC(=O)c1ccc(N)cc1)NC(=O)c1ccc(N)cc1 (configuration not stated),-5.9,0.8,5.7,7.9,1.0,-2.0,11.4,17.5,1.2
COc1ccc(-c2cc(C(=O)OCC(=O)Nc3ccc4c(c3)OCO4)c3ccccc3n2)cc1,-7.1,3.3,-0.9,-5.8,0.1,0.2,0.9,20.3,-2.9
COc1ccc(CCNC(=O)C(=O)NCC2OCCN2S(=O)(=O)c2ccc(Br)cc2)cc1 (configuration not stated),5.8,1.9,-10.1,-3.4,12.3,9.1,0.3,0.4,1.2
COc1ccc(CN2C3CCCC2CC(NC(=O)c2cccc(F)c2)C3)cc1 (configuration not stated),-0.3,2.2,3.8,7.7,0.7,-5.4,0.9,-0.6,-18.0
CCOc1ccc(C(=O)N(Cc2ccc(N(C)C)cc2)C2CCS(=O)(=O)C2)cc1 (configuration not stated),-14.2,0.9,-0.3,-6.7,9.1,3.3,0.3,23.1,-1.3
Cc1nn(CC(=O)NC2CCCC2)c(C)c1[N+](=O)[O-],5.7,0.5,-3.4,4.9,-3.5,-0.2,0.3,-23.2,3.1
CC(C)C[C@@H](CN)NC(=O)c1nc[nH]c1C(=O)N[C@@H](C)C(=O)CNC[C@H](CC(C)C)NC(=O)c1nc[nH]c1C(=O)N[C@@H](Cc1ccccc1)C(=O)O,-10.9,0.2,9.1,-9.8,-2.1,4.5,0.6,14.1,1.1
CC(OC(=O)c1ccc(NC(=O)CC#N)cc1)C(=O)Nc1nc(-c2ccccc2)cs1 (configuration not stated),1.7,6.7,10.2,-2.5,-5.6,-7.7,0.5,-3.2,0.3
CCCCN(CCCNC(=O)C1CCN(S(=O)(=O)N2CCOCC2)CC1)c1ccccc1,-0.7,11.8,0.1,2.1,-7.8,-8.4,4.5,20.4,-1.6
CC1CCN(C2CCN(C(=O)c3ccccc3F)CC2)CC1,-0.6,0.7,-9.4,-1.6,11.6,2.9,0.3,6.1,-12.7
COC(=O)[C@@H](Cc1ccccc1)NC(=O)NCCc1ccc(OC)c(OC)c1,-1.6,3.2,5.9,-3.6,-2.6,-1.4,2.3,-0.3,1.9
COc1cccc(Oc2nc(N)ncc2[N+](=O)[O-])c1,3.1,-0.3,14.9,-5.6,-2.0,-3.4,0.2,-6.8,-3.3
CCCC/C(O)=C1\C(=O)CCCC1=NCCc1c(C)[nH]c2ccc(OC)cc12,-7.4,1.8,-3.9,3.5,-1.8,-7.2,1.6,17.9,5.1
Cc1nc2cc(-c3cccs3)nn2c(NCC(C)(C)CN(C)C)c1C,9.0,-0.6,4.5,5.8,-4.5,3.4,-0.2,-9.2,-1.2
Cn1c(=O)c2[nH]c(NN=Cc3ccccc3)nc2n(C)c1=O,-1.7,3.2,12.8,-7.0,-3.9,5.3,0.6,3.4,0.9
CC(C)=C1C2C=CC1C(C(=O)Nc1cccc(C)c1)C2C(=O)O (configuration not stated),-17.9,1.7,-0.6,3.5,-0.1,3.3,0.9,8.8,-1.6
O=C(NN=C1CCCCCCCCCCC1)c1ccncc1,-7.1,-0.3,-3.4,1.7,8.8,-1.5,0.4,9.2,-1.2
CC1(C)CC(=O)C(C=NCCN2CCN(C(=O)C34CC5CC(CC(C5)C3)C4)CC2)=C(O)C1,-0.9,1.1,-1.2,8.3,1.7,-6.3,0.9,9.7,0.1
O=C1c2ccccc2NC(c2ccc(Br)o2)N1O (configuration not stated),-5.2,1.4,-0.5,-12.7,4.2,6.3,-0.7,10.4,-1.5
CC(=O)Nc1ccc(S(=O)(=O)N(C)CC(=O)OCCOc2cccc(C)c2)cc1,-5.2,6.1,1.8,-4.1,-6.5,-2.5,4.0,14.7,-0.5
O=C(NC1CC1)c1ccc(CS(=O)c2ccccc2)o1 (configuration not stated),-10.1,0.9,-7.1,-20.4,2.2,4.2,0.7,7.3,0.0
CN(C(=O)c1cccc(NC(=O)Cc2cccc(NC(=O)C3CCCN(C(=O)C4CCCC4)C3)c2)c1)C1CC1 (configuration not stated),-3.3,-0.6,2.3,4.6,-3.0,-2.9,0.2,0.1,1.8
COc1ccc(Cl)cc1N(CC(=O)N1CCCC1)S(=O)(=O)c1ccc(C)cc1,-18.0,0.2,6.8,9.0,2.5,-4.6,1.4,12.6,-1.0
Nc1nonc1-n1nnc(C(=O)N/N=C/c2ccc(Cl)cc2)c1-c1ccc2c(c1)OCO2,-6.8,2.9,4.2,11.4,-0.3,3.2,8.2,1.7,2.5
Cc1ccc(C)c(S(=O)(=O)N2CCN(CC(=O)Nc3ccc([N+](=O)[O-])cc3)CC2)c1,7.0,10.0,11.3,10.5,-13.7,-10.4,6.2,0.5,2.4
COC(=O)C(Cc1ccccc1)NC(=O)c1ccc(NS(=O)(=O)c2ccc3[nH]c(=O)[nH]c3c2)cc1 (configuration not stated),-9.0,2.1,-2.9,1.9,0.0,-7.9,0.3,-4.5,2.6
COc1ccc(Cl)cc1NC(=O)N1CCN(CCc2ccccc2)CC1,-12.8,0.5,-2.2,13.4,2.6,-3.0,2.4,25.9,-3.5
O=C(Nc1cccc(S(=O)(=O)NC2=NCCC2)c1)c1ccc(=O)[nH]c1,6.4,2.4,1.3,6.3,1.9,6.3,5.3,-6.3,-0.2
C[C@H](CO)N1C[C@H](C)[C@H](CN(C)C(=O)Nc2ccc(F)cc2)Oc2ccc(NC(=O)NC3CCCCC3)cc2CC1=O,-5.7,1.2,11.3,11.1,2.7,4.3,0.1,-8.4,-1.7

# The results go on:
SMILES,CHO-K1 Ca antag,CHRM4 agonist,M5 antag,CHRM4 antagonist,CHRM5 PAM,M4 PAM,CHO-K1 Ca ag,M1 PAM parental,M5 ag
CC1NC2(C(=O)N(Cc3ccccc3)c3ccccc32)C2C(=O)N(c3ccccc3)C(=O)C12 (configuration not stated),-1.5,-0.3,-5.5,-1.1,7.5,4.2,0.1,12.6,1.0
COc1cccc(OCC(O)CNC(C)c2ccccc2)c1 (configuration not stated),-7.2,3.0,3.2,-0.7,0.6,0.2,1.4,-11.2,-4.3
N#Cc1nc(Cc2cccc3ccccc23)oc1NCCCN1CCOCC1,-9.2,2.4,-3.7,2.2,-4.6,1.8,1.6,-2.4,-1.4
O=C(/C=C/c1ccco1)N(Cc1cccc(Br)c1)C1CCS(=O)(=O)C1 (configuration not stated),-15.6,0.2,9.3,-9.1,-10.6,-18.9,5.8,26.6,-1.7
CCN(CC)C(=O)CSc1nc2c(sc(=S)n2-c2ccccc2)c(=O)[nH]1,-12.2,-0.1,3.7,0.6,-4.6,3.0,0.3,16.0,-2.9

# Retrieved one by one from above, 5 records:
SMILES,CHO-K1 Ca antag,CHRM4 agonist,M5 antag,CHRM4 antagonist,CHRM5 PAM,M4 PAM,CHO-K1 Ca ag,M1 PAM parental,M5 ag
COc1cccc(OCC(O)CNC(C)c2ccccc2)c1 (configuration not stated),-7.2,3.0,3.2,-0.7,0.6,0.2,1.4,-11.2,-4.3
O=C(/C=C/c1ccco1)N(Cc1cccc(Br)c1)C1CCS(=O)(=O)C1 (configuration not stated),-15.6,0.2,9.3,-9.1,-10.6,-18.9,5.8,26.6,-1.7
CC1NC2(C(=O)N(Cc3ccccc3)c3ccccc32)C2C(=O)N(c3ccccc3)C(=O)C12 (configuration not stated),-1.5,-0.3,-5.5,-1.1,7.5,4.2,0.1,12.6,1.0
CCN(CC)C(=O)CSc1nc2c(sc(=S)n2-c2ccccc2)c(=O)[nH]1,-12.2,-0.1,3.7,0.6,-4.6,3.0,0.3,16.0,-2.9
N#Cc1nc(Cc2cccc3ccccc23)oc1NCCCN1CCOCC1,-9.2,2.4,-3.7,2.2,-4.6,1.8,1.6,-2.4,-1.4
